HePTP inh: inhibitors of human HePTP phosphatase, primary screen, biochemical, absorbance, leukemia target | inhibition, % at 20 µM | 110,000 compounds, 0.64% hits | AID 521, 2006 | recombinant HePTP phosphatase activity, OD absorbance | Tyrosine-protein phosphatase non-receptor type 7 (Homo sapiens), P35236; in the data active = inhibition above about 50%;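 note: plate controls were vehicle for no effect and reference inhibitor for full effect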
Target sequence (P35236 whole entry, looked up): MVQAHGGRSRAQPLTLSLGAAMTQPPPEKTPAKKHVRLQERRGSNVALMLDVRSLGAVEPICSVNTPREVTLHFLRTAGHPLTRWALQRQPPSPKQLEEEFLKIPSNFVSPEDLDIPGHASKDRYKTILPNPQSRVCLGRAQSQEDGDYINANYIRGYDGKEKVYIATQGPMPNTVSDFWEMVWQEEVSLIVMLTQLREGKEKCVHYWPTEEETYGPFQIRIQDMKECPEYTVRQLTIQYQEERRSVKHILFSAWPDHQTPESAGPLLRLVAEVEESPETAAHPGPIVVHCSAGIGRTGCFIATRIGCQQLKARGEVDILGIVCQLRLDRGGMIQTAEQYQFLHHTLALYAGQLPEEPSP
BAP1 inh: inhibitors of BAP1 deubiquitinase, primary screen, biochemical, Ub-AMC fluorescence, kinetic; Ubiquitin carboxyl-terminal hydrolase BAP1 (Homo sapiens), Q92560; recombinant BAP1, Ub-AMC hydrolysis fluorescence kinetic; active compounds read low; activity remaining (% of control), % at 20 µM; 72,000 compounds, 0.48% hits; AID 436, 2006;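 active = activity remaining at or below 50% of control, provided the compound also passes the data quality filters; inactive = the rest, including low values that fail the filters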;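 note: 100% = DMSO wells rate and 0% = substrate alone blank rate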
Target sequence (Q92560 whole entry, looked up): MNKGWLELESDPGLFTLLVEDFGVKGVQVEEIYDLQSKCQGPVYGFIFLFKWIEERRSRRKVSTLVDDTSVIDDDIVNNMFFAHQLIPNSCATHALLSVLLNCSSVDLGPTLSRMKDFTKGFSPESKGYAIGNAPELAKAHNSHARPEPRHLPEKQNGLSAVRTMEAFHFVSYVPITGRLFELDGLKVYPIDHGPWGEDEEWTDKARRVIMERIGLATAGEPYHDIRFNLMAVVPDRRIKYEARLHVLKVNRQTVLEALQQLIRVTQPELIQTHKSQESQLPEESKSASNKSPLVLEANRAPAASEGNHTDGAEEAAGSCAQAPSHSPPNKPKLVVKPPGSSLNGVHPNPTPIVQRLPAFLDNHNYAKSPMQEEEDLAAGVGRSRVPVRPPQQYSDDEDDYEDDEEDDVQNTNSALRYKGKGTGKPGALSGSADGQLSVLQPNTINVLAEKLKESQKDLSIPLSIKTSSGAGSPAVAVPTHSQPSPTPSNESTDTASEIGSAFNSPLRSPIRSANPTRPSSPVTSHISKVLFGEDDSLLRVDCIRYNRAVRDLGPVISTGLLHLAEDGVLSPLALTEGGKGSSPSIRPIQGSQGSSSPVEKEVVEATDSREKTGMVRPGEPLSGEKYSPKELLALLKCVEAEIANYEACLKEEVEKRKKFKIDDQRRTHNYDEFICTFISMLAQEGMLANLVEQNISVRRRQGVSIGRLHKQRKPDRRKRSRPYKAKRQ
* marks the source's active call; other numbers are inactive results; . = no result given; & = joins results of further samples.

Second line of a record – BAP1 inh	HePTP inh
- COc1ccc(Cl)cc1C(=O)NCCN1CCOCC1
→ .	10
- COc1cc(C2C3=C(CC(C)(C)CC3=O)NC3=C2C(=O)CC(C)(C)C3)ccc1OCc1ccccc1
→ .	-7
- CCCC(=O)Nc1cc2nn(-c3ccccc3)nc2cc1C
→ 388	.
- COC(=O)C1CCN(C(c2cccs2)c2sc3nc(C)nn3c2O)CC1 (stereo not drawn)
→ 87	1
- O=C(Nc1c2c(nn1-c1ccccc1)CSC2)c1ccc(Br)cc1
→ 79	.
- O=C(CC(=O)c1ccccc1)Nc1ccc(C(=O)O)cc1
→ 76	4
- Cc1onc(-c2c(Cl)cccc2Cl)c1C(=O)Nc1ccc(Cl)cc1Cl
→ .	5
- Cc1cc(C)c(C(=O)c2ccc(C(N)=O)cc2)c(C)c1
→ .	-16
- COc1cc(CN2CCC(C(=O)N3CCN(c4ccccc4F)CC3)CC2)cc(OC)c1OC
→ 88	3
- O=C(NC1CC2CCCC(C1)N2C(=O)Nc1ccccc1)c1ccncc1 (stereo not drawn)
→ 107	-7
- COc1cc(-c2nn3c(COc4ccccc4)nnc3s2)cc(OC)c1OC
→ 141	-11
- CCOC(=O)c1cc2sc(C)cc2n1CC(=O)NCCc1ccccc1
→ 78	4
- CCS(=O)(=O)N1CCCC(C(=O)NCCCOC(C)C)C1 (stereo not drawn)
→ 98	4
- O=c1[nH][nH]c(=O)n1/N=C/c1ccccc1O
→ .	10
- Cc1cc(C)nc(NS(=O)(=O)c2ccc(NC(=O)NC3CCCCC3)cc2)n1
→ 128	8
- O=c1nc(N/N=C/c2c(O)ccc3ccccc23)cn[nH]1
→ .	-6
- COc1ccc(C2Nc3ccc(Cl)cc3C(c3ccccc3)O2)cc1 (stereo not drawn)
→ .	4
- O=[N+]([O-])c1ccc2c(c1)ONC(c1ccc(Cl)cc1)=N2
→ .	-3
- COc1cccc2c(C)nc(Nc3nc(CSc4nnc(C)s4)cc(=O)[nH]3)nc12
→ 150	10
- COc1ccc(CC(=O)Nc2ccc(-c3nnc(-c4ccccc4)o3)cc2)cc1
→ .	37
- CCCCOC(=O)c1ccc(NC(=O)COc2ccc3c(c2)oc(=O)c2ccccc23)cc1
→ .	-15
- O=C(CN1CCN(c2ncccn2)CC1)NCCC1=CCCCC1
→ .	-4
- CCCOc1ccc(C2Nc3ccccc3NC3=C2C(=O)CC(c2ccc(OC)cc2)C3)cc1OC (stereo not drawn)
→ .	7
- CCOC(=O)N1CCN(C(=O)CSc2nnc(COc3ccc(Cl)cc3)o2)CC1
→ 100	-8
- Cn1ncc(C#N)c1/N=C/N1CCOCC1
→ 59	9
- O=C(NCC1CCCO1)c1ccccc1-c1nc(-c2ccccc2)no1 (stereo not drawn)
→ 103	5
- Cc1cc(C(c2nnnn2Cc2ccccc2)N2CCOCC2)c(C)n1-c1ccc2c(c1)OCO2 (stereo not drawn)
→ 118	4
- CC1(C)Cc2nc3oc4c(N(CCO)Cc5ccccc5)ncnc4c3cc2CO1
→ 157	11
- NNC(=O)C1C(=O)NCC1c1ccccc1 (stereo not drawn)
→ .	3
- CCOC(=O)c1ccccc1NC(=O)COc1ccccc1
→ 82	8&0
- CCOc1cc(S(=O)(=O)NC2CC(C)(C)NC(C)(C)C2)ccc1F
→ 85	3
- O=C(Nc1ccc(S(=O)(=O)N2CCCCC2)cc1)c1ccc(Cl)cc1
→ .	-17
- CN1CCN(C(=O)c2ccccc2-c2nc(-c3ccc(Cl)cc3)no2)CC1
→ 108	-7
- O=C(O)c1ccc(Oc2ccc3c(c2)C(=O)N(c2ccc([N+](=O)[O-])cc2)C3=O)cc1
→ .	3
- CCOc1cccc(C(=O)Nc2nnc(COc3ccc(Cl)cc3)s2)c1
→ .	-10
- CCN(CC)CCCOc1ccccc1OC
→ .	11
- COc1ccccc1CNC(=O)c1cccc(N(C)C)c1
→ .	2
- CC1(C)CC(=O)CC(C)(C)N1OC(=O)c1ccncc1
→ 85	-2
- Cc1c(C)c2cc(Cl)c(O)c(CN(C)C)c2oc1=O
→ .	-5
- COC(=O)c1cccc(Cn2nnc3ccccc3c2=O)c1
→ 125	1

Structural class: the entries above with a COOH group
Second line of a record – BAP1 inh	HePTP inh
- O=C(CC(=O)c1ccccc1)Nc1ccc(C(=O)O)cc1
→ 76	4
- O=C(O)c1ccc(Oc2ccc3c(c2)C(=O)N(c2ccc([N+](=O)[O-])cc2)C3=O)cc1
→ .	3

Later entries:
Second line of a record – BAP1 inh	HePTP inh
- O=C(N1CCCCCC1)N1CCN(S(=O)(=O)N2CCCCC2)CC1
→ 179	9
- CCN(CC)C(=O)CSc1nc2ccccc2c(=O)n1CC1CCCCC1
→ 112	-2
- CCOC(=O)N1CCC(NC(=O)c2cc3c(-c4ccc(Cl)cc4)nn(C)c3s2)CC1
→ 81	2
- Cc1ccc(Oc2nc3ccccc3n3cnnc23)cc1
→ .	-11
- CCOC(=O)C1=C(N)Oc2cc(C)n(CCc3ccc(OC)c(OC)c3)c(=O)c2C1c1cccnc1 (stereo not drawn)
→ 100	6
- Fc1ccc(C(c2nnnn2C2CCCC2)N2CCN(Cc3ccccc3)CC2)cc1 (stereo not drawn)
→ 89	13
- COC(=O)c1ccccc1NC(=O)C1CCCC1
→ 150	-8
- O=C(Nc1nc(-c2ccccn2)cs1)c1ccccc1Oc1ccccc1
→ 304	.
- COc1ccc(Cl)cc1NC(=O)N1CCN(CCc2ccccc2)CC1
→ 76	4
- CC(=O)Nc1c(O)nc(SCc2ccc([N+](=O)[O-])cc2)[nH]c1=O
→ .	7
- O=C(O)CCc1ccc(-c2ccc(F)cc2)n1CCC(=O)O
→ 105	6
- O=C(Nc1cc(C(=O)N2CCCC2)ccc1N1CCCC1)c1ccccc1F
→ 123	2
- Oc1ccc(N=Cc2ccc(-c3cccs3)s2)cc1
→ 69	-9
- COc1ccc(-n2c(=O)c3c4c(sc3n3c(C)nnc23)CC(C)CC4)cc1 (stereo not drawn)
→ 136	9
- CCC(CO)N=Cc1ccc(Cl)cc1 (stereo not drawn)
→ .	0
- COc1ccc(NC(=O)c2ccc3c(c2)C(=O)N(Cc2cccnc2)C3=O)cc1
→ 106	4
- CC(C)=CCC/C(C)=C/CCC(C)NCCN1CCNCC1 (stereo not drawn)
→ 91	-11
- Cc1ccc(NC(=O)/C=C/c2cccc([N+](=O)[O-])c2)cc1
→ .	-8
- COc1ccccc1N1CCN(/N=C\c2ccc(O)cc2O)CC1
→ .	7
- CC1(C)CC(=O)C2=C(C1)OC1=C(C(=O)CC(C)(C)C1)C2c1cccc(O)c1
→ .	2
- O=C(CCCCCC(=O)N(CCO)CCO)N(CCO)CCO
→ 97	5
- O=c1c[n+]([O-])c2ccccc2n1OCc1ccccn1
→ 68	-7
- O=C(Nc1cccc(C(F)(F)F)c1)c1ccc(Br)c([N+](=O)[O-])c1
→ 58	.
- Cc1ccccc1N(CC(=O)NCC(C)c1ccccc1)S(=O)(=O)c1ccccc1 (stereo not drawn)
→ .	-14
- Nc1cc(Cl)c(S(=O)(=O)N2CCOCC2)cc1S(=O)(=O)N1CCOCC1
→ .	12
- O=C(CCS(=O)(=O)c1cc(Br)cc2c1N(C(=O)C1CC1)CC2)NCc1ccco1
→ 104	6
- COc1cc(/C=C(/C#N)C(=O)Nc2cccc(Br)c2)cc([N+](=O)[O-])c1O
→ .	104*
- O=C(Nc1ccc(Cl)cc1)Nc1nnc(COc2ccc(Cl)cc2Cl)s1
→ .	-6
- CCc1ccccc1NC1c2ccccc2C(=O)N1c1cccnc1 (stereo not drawn)
→ 97	-4
- O=C(O)c1ccc(CNC(=S)Nc2ccccc2)cc1
→ .	6
- CC(=O)Nc1ccccc1NC(=O)c1cccc(I)c1
→ .	4
- COc1ccc(C2CC(=O)C3=C(C2)NC(C)=C(C#N)C3c2ccc(N(C)C)cc2)cc1 (stereo not drawn)
→ 64	12&7
- Cc1nnc(SCC(=O)NCc2cccs2)[nH]c1=O
→ 99	-3
- CCCCS(=O)(=O)Nc1ccc2c(c1)ncn2C1CCCCC1
→ 147	-2
- Cc1ccc(OC(=O)NC2CCS(=O)(=O)C2)cc1C (stereo not drawn)
→ 100	-4
- O=C(Nc1ccc(I)cc1)c1ccc(I)cc1
→ .	-7
- Cc1cc(C)nc(NC(=O)C(C)N2C(=O)c3ccccc3C2=O)n1 (stereo not drawn)
→ 72	-2
- Cc1c(C(=O)Nc2cccc(C(F)(F)F)c2)oc2ccc(S(=O)(=O)N3CCOCC3)cc12
→ .	-4
- CC(C)c1cc(C(=O)Nc2cc(Cl)ccc2O)no1
→ 69	4
- c1cncc(-c2nnc(-c3cccnc3)nn2)c1
→ 106	2
- Cc1cccc(-n2ncc3c(N(CCO)CCO)ncnc32)c1
→ 91	4
- FC(F)(F)c1nnc2sc(-c3ccncc3)nn12
→ 100	7
- NC1=NC2(CCC(c3ccccc3)CC2)n2c(nc3ccccc32)N1 (stereo not drawn)
→ 81	0
- CC(/C=C/c1ccccc1)=N\N=C1\NC(=O)C(Cc2ccccc2)S1 (stereo not drawn)
→ .	104*
- O=C(NCc1ccccc1)c1cc2ccccc2oc1=O
→ 64	.
- CCc1ccccc1NS(=O)(=O)c1ccc(OC)c(OC)c1
→ .	4
- CC(=O)Nc1ccc(S(=O)(=O)Nc2cccc(C(=O)NC(C)(C)C)c2)cc1
→ 105	7
- O=C1NC(=Nc2cccnc2)S/C1=C\c1ccc(F)cc1
→ .	10
- O=C(C1CCN(CC2CCCCC2)CC1)N1CCCC1
→ 92	-7
- Cc1ccc(-c2csc(NC(=O)C3CC4CCC3C4)n2)cc1 (stereo not drawn)
→ .	5
- O=[N+]([O-])c1ccc(N2CCCCC2)cc1NCc1ccc(Cl)cc1
→ 50	.
- CCOC(=O)N/N=C(\C)Cc1ccc2c(c1)OCO2
→ .	4
- Cc1ccc(-n2nc3c(c2NC(=O)c2c(-c4ccccc4Cl)noc2C)CSC3)cc1
→ 118	4
- CCOC(=O)C1=C(O)/C(=C/c2ccc(O)cc2)SC1=Nc1cccc(Cl)c1
→ .	-10
- CC1=C(C(=O)Nc2ccc(Cl)cc2)C(c2cccs2)n2nnnc2N1 (stereo not drawn)
→ 108	-4
- O=C(CSc1nnc(-c2cccs2)o1)N1CCc2ccccc21
→ 100	5
- COc1cccc(OC)c1C(=O)Nc1ccccc1NC(C)=O
→ .	0
- Cc1cc(NC(=O)COC(=O)/C=C/c2ccc([N+](=O)[O-])cc2)no1
→ .	-5
- Cc1cc(OCC(=O)Nc2ccccc2)ccc1Br
→ 61	.
- CC1CCCCN1CCNC(=O)c1cnn2ccccc12 (stereo not drawn)
→ 93	0

Compound profiles, from the list above. Values in the order: BAP1 inh, HePTP inh
CC1CCCCN1CCNC(=O)c1cnn2ccccc12 (stereo not drawn) is listed with 93, 0
CC(/C=C/c1ccccc1)=N\N=C1\NC(=O)C(Cc2ccccc2)S1 (stereo not drawn) is listed with ., 104*

Continuation:
Second line of a record – BAP1 inh	HePTP inh
- Cc1cc(OCC(=O)Nc2cc([N+](=O)[O-])ccc2Cl)ccc1Br
→ .	4
- O=C1C2C3C=CC(C4CC34)C2C(=O)N1N=Cc1ccccc1Cl (stereo not drawn)
→ .	-9
- CSc1ccccc1NC(=O)CN(c1ccccc1)S(=O)(=O)N(C)C
→ .	11
- C[C@H](O)C(=O)C1=Nc2c(nc(N)[nH]c2=O)NC1
→ 77	.
- CCOc1cccc(/C=N/NC(=O)CSc2nc3ccccc3n2Cc2ccccc2)c1O
→ .	13
- O=C(Nc1ccc(Cl)cc1)NC1CCCCCCC1
→ .	-14
- COc1ccc(C2NC(=O)NC(C)=C2C(=O)OCc2ccccc2)cc1OC (stereo not drawn)
→ .	15
- Cc1cccc(OCC(=O)n2cnnc2N)c1
→ .	7
- Cc1[nH]c2ccccc2c1NC(=O)CN1CCN(c2cccc(C(F)(F)F)c2)CC1
→ 100	-4
- Cc1ccc(-n2nnnc2SCC(=O)N2CCN(C(=O)c3ccco3)CC2)c(C)c1
→ 99	2
- Cc1sc2nc(SCC(=O)NCCCN3CCOCC3)n(-c3ccccc3)c(=O)c2c1C
→ .	-3
- Cc1c(C(=O)OC(C)C)sc(NC(=O)/C=C/c2ccc3c(c2)OCO3)c1C(=O)OC(C)C
→ .	6
- Cc1ccccc1Nc1nc(-c2ccc([N+](=O)[O-])cc2)cs1
→ 80	.
- O=C(c1ccco1)N1CCN(C(=O)c2sccc2-c2ccccc2)CC1
→ 88	-4
- O=C(O)c1ccccc1NS(=O)(=O)c1ccc2c3c(cccc13)C(=O)N2
→ 54	4
- COc1ccc(Br)cc1C1Nc2ccc3ncccc3c2C2=C1C(=O)CCC2 (stereo not drawn)
→ 94	.
- O=C1NC(=S)S/C1=C/c1ccc(-c2ccc(C(=O)O)c(Cl)c2)o1
→ .	6
- O=C(O)c1cc2nc(C3CC3)cc(C(F)(F)F)n2n1
→ 96	9
- C1CCC(n2nnnc2CN2CCN(C3CCCC3)CC2)CC1
→ 79	5

A few values from the entries so far:
`Cc1ccc(-n2nnnc2SCC(=O)N2CCN(C(=O)c3ccco3)CC2)c(C)c1` in BAP1 inh → 99
`Cc1c(C(=O)OC(C)C)sc(NC(=O)/C=C/c2ccc3c(c2)OCO3)c1C(=O)OC(C)C` in HePTP inh → 6
`Cc1[nH]c2ccccc2c1NC(=O)CN1CCN(c2cccc(C(F)(F)F)c2)CC1` in HePTP inh → -4
`C[C@H](O)C(=O)C1=Nc2c(nc(N)[nH]c2=O)NC1` in BAP1 inh → 77
`Cc1cccc(OCC(=O)n2cnnc2N)c1` in HePTP inh → 7
`O=C(O)c1cc2nc(C3CC3)cc(C(F)(F)F)n2n1` in HePTP inh → 9
`COc1ccc(Br)cc1C1Nc2ccc3ncccc3c2C2=C1C(=O)CCC2` (stereo not drawn) in BAP1 inh → 94

Bioassay records: PubChem BioAssay, several laboratories
